HTR2A ag: mouse HTR2A agonism via beta-arrestin recruitment; CHO-K1 mHTR2A beta-arrestin complementation, luminescence; percent of 30 µM serotonin response; actives 0.66% (n = 360,000); activation, % at 7.6 µM; P35363;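 active means activation above a run cutoff, the mean activation of all tested compounds plus 3 SD, cut at about 14% in these data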;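 further: 0% = plate median of compound wells and 100% = 30 µM serotonin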
Target sequence (P35363 whole entry, looked up): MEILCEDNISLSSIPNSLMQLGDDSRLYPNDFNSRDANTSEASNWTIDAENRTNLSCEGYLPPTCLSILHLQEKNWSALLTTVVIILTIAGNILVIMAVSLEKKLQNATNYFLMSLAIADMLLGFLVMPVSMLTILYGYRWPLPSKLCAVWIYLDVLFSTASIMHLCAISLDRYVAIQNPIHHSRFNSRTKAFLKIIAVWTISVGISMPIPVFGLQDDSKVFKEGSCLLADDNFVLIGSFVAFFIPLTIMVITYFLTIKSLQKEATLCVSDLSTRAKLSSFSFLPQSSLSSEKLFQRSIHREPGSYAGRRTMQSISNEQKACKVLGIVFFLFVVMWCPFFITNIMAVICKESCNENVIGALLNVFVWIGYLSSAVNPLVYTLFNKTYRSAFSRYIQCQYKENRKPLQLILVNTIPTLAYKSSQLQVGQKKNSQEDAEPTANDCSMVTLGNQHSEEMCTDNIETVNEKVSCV
Granule exo inh: blocks lytic granule exocytosis; TALL-104 LAMP-1 surface exposure, flow cytometry; cells stimulated with thapsigargin and PMA; inhibition, % at 10 µM; actives 0.66% (n = 360,000); AID 651702;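 active means inhibition above about 55%, limit read from the data; inconclusive means no clear call, values can overlap the other calls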
ABCB6 inh MLPCN: inhibitors of human ABC transporter ABCB6; AID 602162; actives 0.19% (n = 360,000); fluorescence ratio to DMSO, % at 10 µM; K562-ABCB6 porphyrin accumulation, flow cytometry, 1 h; hits give low values; Q9NP58;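 active means fluorescence ratio to DMSO below 75%, the collection mean minus 3 SD; inconclusive means too few cells collected in the well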;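 further: signal is porphyrin accumulated inside mitochondria; 100% equals median channel fluorescence of DMSO control wells; lower ratio means ABCB6 inhibition with less porphyrin fluorescence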
hiPSC survival: increases survival of single human iPS cells. hiPSC single-cell survival, ATPlite luminescence; 100% = ROCK inhibitor wells, 0% = DMSO. survival enhancement, % at 20 µM. actives 0.044% (n = 360,000); in the data active means survival enhancement above about 18%;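 further: cells exposed to compounds for 16 hours before the ATP read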
Glyco luc inh: blocks N-linked glycosylation in D54 reporter cells | reporter increase, % at 12.5 µM | D54 ERlucT glycosylation luciferase reporter, 24 h; percent of 100 nM tunicamycin response | AID 588692 | actives 0.23% (n = 360,000);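 active means mean luciferase reporter signal, scaled so untreated is 0 and the glycosylation-blocking control 100, at or above a set limit in every replicate; inconclusive means mean reaches the limit but not every replicate does; inactive means mean below the limit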;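 further: luciferase carries N-glycosylation sites so blocking glycosylation raises the light; 0% = median of neutral control wells and 100% = median of 100 nM tunicamycin wells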
PDI inh: PDI (human) enzyme inhibition | P07237 | PDI insulin aggregation turbidity, A650, 90 min | inhibition, % at 10 µM | actives 0.052% (n = 350,000);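 active means mean inhibition across replicates of 30% or more, whatever share of single replicates reach that level; inconclusive means mean inhibition below 30% while every single replicate reaches 30%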;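 further: absorbance from insulin aggregation driven by PDI reduction with DTT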
Target sequence (P07237 whole entry, looked up): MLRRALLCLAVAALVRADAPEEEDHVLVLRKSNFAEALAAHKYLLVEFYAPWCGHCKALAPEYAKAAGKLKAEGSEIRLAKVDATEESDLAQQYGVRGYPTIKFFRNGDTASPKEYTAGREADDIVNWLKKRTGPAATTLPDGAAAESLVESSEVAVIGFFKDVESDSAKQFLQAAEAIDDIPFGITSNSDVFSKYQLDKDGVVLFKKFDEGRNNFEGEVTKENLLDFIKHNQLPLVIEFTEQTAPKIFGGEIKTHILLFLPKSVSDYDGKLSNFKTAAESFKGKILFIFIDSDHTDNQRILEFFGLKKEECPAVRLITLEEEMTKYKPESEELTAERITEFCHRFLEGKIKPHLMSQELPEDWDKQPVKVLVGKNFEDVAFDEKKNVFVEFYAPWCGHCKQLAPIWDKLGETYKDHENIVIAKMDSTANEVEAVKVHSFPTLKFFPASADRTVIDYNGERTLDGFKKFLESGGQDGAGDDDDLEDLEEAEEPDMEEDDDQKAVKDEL
CaV13 FRET inh: Primary screen for inhibitors of IQ motif and Ca2+-dependent inactivation inhibitor domain binding in CACNA1D, Förster resonance energy transfer in living cells, …; HEK cells, CFP/YFP FRET ICDI-IQ, plate reader, 10 min; percent FRET-ratio fall versus neutral wells; inhibition, % at 12.3 µM; actives 0.098% (n = 340,000); AID 743397;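 active means mean replicate inhibition of at least 30% and at least 1% of replicates passing that level; inconclusive means only one of the two criteria is met; inactive means neither criterion is met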;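 further: 0% = median of the neutral control wells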
Vif inh: inhibitors of HIV Vif; HEK293T cells, Vif self-association by quenched fluorescence, imaging, 24 h; inhibition, % at 7.49 µM; actives 0.35% (n = 340,000); AID 602346; in the data active means inhibition above about 50%, passing the limit was not always enough; inconclusive means no clear call, values can overlap the other calls; inactive means below about 31%; further: some results filed as inactive read as strong as hits
H9c2 protect: modulators protecting cardiomyocytes from myocardial damage. H9c2 cardiomyocytes, H2O2 injury protection, ATPLite, 2 h. protection from H2O2 cell death, % at 20 µM. actives 0.63% (n = 360,000). AID 588492;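 active means compounds giving at least 50% protection of heart cells from peroxide-induced death in the single-dose screen, raw or plate-pattern-corrected value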;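 further: 0% = DMSO wells with peroxide and 100% = DMSO wells without peroxide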
aDG glyco act: alpha-DG glycosylation activation; Pro5-aDG cells, alpha-DG glycosylation AlphaScreen (IIH6); 0% Pro5, 100% B10-LARGE cell signal; activation, % at 10 µM; actives 0.22% (n = 360,000); AID 624168;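 active means activation of at least 8% versus controls, or a plate z-score of at least 8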;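 further: Pro5 are CHO cells carrying HIG-tagged alpha-DG that lacks glycosylation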
Active calls of the source: *; ? = inconclusive; / = not tested or not shown.

SMILES	HTR2A ag	Granule exo inh	ABCB6 inh MLPCN	hiPSC survival	Glyco luc inh	PDI inh	CaV13 FRET inh	Vif inh	H9c2 protect	aDG glyco act
Oc1ccc(Cl)cc1C=Nc1ccc(Br)cc1	-3	-1	107	-0.3	2	-11	-5	1	50*	-0.5
CCn1cc(C(=O)NCc2cccnc2)c(=O)c2cc(F)c(N3CCN(C(=O)c4ccco4)CC3)cc21	-2	-4	97	0.0	-5	-6	-6	4	9	-0.1
CN(C)/C=C/C(=O)c1cnc2sccn2c1=O	-2	0	100	-0.7	2	-5	4	2	4	-0.3
C/C(=N\OCc1nc2ccccc2c(=O)n1/N=C/c1cc(C)cc([N+](=O)[O-])c1O)c1ccccc1	-1	-1	95	-0.8	0	-2	-5	-8	-3	0.2
O=[N+]([O-])c1ccc2c(c1)C(=NO)c1cc(F)ccc1-2	-4	1	82	-2.6	3	-1	-10	-6	-8	-0.3
Cc1cccc(-n2nnnc2-c2cnccc2C(F)(F)F)c1C	2	1	98	-0.2	-1	-2	-19	-1	0	0.0
COc1cccc(-c2cc(C(=O)N3CCN(c4ccc(F)cc4)CC3)no2)c1	0	-4	96	0.3	3	-30	-6	-1	-8	-0.1
CCOC(=O)C1=CNS(=O)(=O)NC1c1ccc(C#N)cc1 (configuration not stated)	3	14	99	0.6	2	13	-4	/	9	-0.1
COC(=O)c1cnn(-c2ccccc2)c1/C=N/NC(=S)Nc1ccc(Cl)cc1	12	-6	105	-0.5	14	-10	-5	-9	7	-0.1
CCc1noc(C)c1C(=O)N1CCCC(N2CCN(c3ccc(F)cc3)CC2)C1 (configuration not stated)	-4	-1	100	-0.3	0	-8	-6	-3	1	2.1
COc1cccc2c(=O)ccoc12	-1	-3	101	-1.0	6	-9	-4	7	20	0.1
COc1ccc(NC(=O)c2c(OC)cccc2OC)c(OC)c1	0	0	99	-1.0	-2	-2	-5	-9	-8	-0.2
CCC(=O)N(CCC(Cc1ccccc1)c1ccco1)Cc1ccco1 (configuration not stated)	-5	6	95	-0.6	-2	-5	-1	-2	-6	0.0
CCN1CCCC1CNC(=O)C1CCCN(S(=O)(=O)c2cccc3nsnc23)C1 (configuration not stated)	5	2	84	-0.7	-1	0	-5	8	-1	-0.3
NC(=O)COC(=O)c1cc(=O)[nH]c2ccc(S(=O)(=O)Nc3ccc(F)cc3)cc12	4	-4	99	-0.7	2	-3	-4	-1	-2	0.0
Cc1ccc(CNc2ncnc3cc(Cl)ccc23)cc1	-4	-2	92	-0.6	-4	-8	-19	-16	-16	1.3
Cn1c(O)c(N=Nc2ccccc2)c2ccccc21	0	-4	94	-0.2	2	11	-2	-2	-2	-0.1
CC(=O)Nc1cccc(-c2ccnc3c2CC(C)(C(=O)NCc2ccncc2)O3)c1 (configuration not stated)	6	-2	111	8.9	2	-6	-5	3	2	-0.3
COc1ccccc1OCCCCn1c(C(C)O)nc2ccccc21 (configuration not stated)	0	-4	94	1.1	3	-14	-20	-1	-1	0.1
COC(=O)C1=CO[C@@H](O[C@@H]2OC(CO)[C@@H](O)[C@@H](O)[C@@H]2O)C2C1CC[C@]2(C)O (some centres not stated)	5	-3	98	0.4	2	/	/	-6	5	-0.3
O=C1CCCc2c1nc(-c1ccccc1F)n2O	-3	2	102	0.9	0	-2	-4	7	-1	0.0
COc1ccc(Cl)cc1NC(=O)c1ccco1	-10	0	100	-1.1	0	-1	/	/	2	0.5
CCc1noc(C)c1C(=O)N(C)CC(=O)Nc1ccc(OC)cc1	8	6	101	-0.4	1	2	-6	5	-1	-0.1
CC(=O)c1cccc(OCc2cc(C(=O)N(C)Cc3ccc(C)o3)no2)c1	0	-1	96	-0.4	-3	-6	-11	7	-1	1.6
CCCOc1c(Cl)cc(C(=O)Nc2ccc3c(c2)OCO3)cc1OCC	4	2	92	1.2	-1	-4	/	3	-4	0.2

Some of the entries so far, with two lines to a compound.
Values run as follows: HTR2A ag | Granule exo inh | ABCB6 inh MLPCN | hiPSC survival | Glyco luc inh | PDI inh | CaV13 FRET inh | Vif inh | H9c2 protect | aDG glyco act
- Oc1ccc(Cl)cc1C=Nc1ccc(Br)cc1
→ -3 | -1 | 107 | -0.3 | 2 | -11 | -5 | 1 | 50* | -0.5
- CCn1cc(C(=O)NCc2cccnc2)c(=O)c2cc(F)c(N3CCN(C(=O)c4ccco4)CC3)cc21
→ -2 | -4 | 97 | 0.0 | -5 | -6 | -6 | 4 | 9 | -0.1
- CN(C)/C=C/C(=O)c1cnc2sccn2c1=O
→ -2 | 0 | 100 | -0.7 | 2 | -5 | 4 | 2 | 4 | -0.3
- C/C(=N\OCc1nc2ccccc2c(=O)n1/N=C/c1cc(C)cc([N+](=O)[O-])c1O)c1ccccc1
→ -1 | -1 | 95 | -0.8 | 0 | -2 | -5 | -8 | -3 | 0.2
- O=[N+]([O-])c1ccc2c(c1)C(=NO)c1cc(F)ccc1-2
→ -4 | 1 | 82 | -2.6 | 3 | -1 | -10 | -6 | -8 | -0.3
- Cc1cccc(-n2nnnc2-c2cnccc2C(F)(F)F)c1C
→ 2 | 1 | 98 | -0.2 | -1 | -2 | -19 | -1 | 0 | 0.0
- COc1cccc(-c2cc(C(=O)N3CCN(c4ccc(F)cc4)CC3)no2)c1
→ 0 | -4 | 96 | 0.3 | 3 | -30 | -6 | -1 | -8 | -0.1
- CCOC(=O)C1=CNS(=O)(=O)NC1c1ccc(C#N)cc1 (configuration not stated)
→ 3 | 14 | 99 | 0.6 | 2 | 13 | -4 | / | 9 | -0.1
- COC(=O)c1cnn(-c2ccccc2)c1/C=N/NC(=S)Nc1ccc(Cl)cc1
→ 12 | -6 | 105 | -0.5 | 14 | -10 | -5 | -9 | 7 | -0.1
- CCc1noc(C)c1C(=O)N1CCCC(N2CCN(c3ccc(F)cc3)CC2)C1 (configuration not stated)
→ -4 | -1 | 100 | -0.3 | 0 | -8 | -6 | -3 | 1 | 2.1
- COc1cccc2c(=O)ccoc12
→ -1 | -3 | 101 | -1.0 | 6 | -9 | -4 | 7 | 20 | 0.1
- COc1ccc(NC(=O)c2c(OC)cccc2OC)c(OC)c1
→ 0 | 0 | 99 | -1.0 | -2 | -2 | -5 | -9 | -8 | -0.2
- CCC(=O)N(CCC(Cc1ccccc1)c1ccco1)Cc1ccco1 (configuration not stated)
→ -5 | 6 | 95 | -0.6 | -2 | -5 | -1 | -2 | -6 | 0.0
- CCN1CCCC1CNC(=O)C1CCCN(S(=O)(=O)c2cccc3nsnc23)C1 (configuration not stated)
→ 5 | 2 | 84 | -0.7 | -1 | 0 | -5 | 8 | -1 | -0.3
- NC(=O)COC(=O)c1cc(=O)[nH]c2ccc(S(=O)(=O)Nc3ccc(F)cc3)cc12
→ 4 | -4 | 99 | -0.7 | 2 | -3 | -4 | -1 | -2 | 0.0

The list goes on:
SMILES	HTR2A ag	Granule exo inh	ABCB6 inh MLPCN	hiPSC survival	Glyco luc inh	PDI inh	CaV13 FRET inh	Vif inh	H9c2 protect	aDG glyco act
COCCN1C(=O)C(=O)/C(=C(/O)c2ccc(S(=O)(=O)N3CCOCC3)cc2)C1c1cccc([N+](=O)[O-])c1 (configuration not stated)	-1	-4	107	0.0	0	-6	/	8	0	-0.2
Cc1c(C(=O)NCc2cccc([N+](=O)[O-])c2)sc(=O)n1Cc1ccc(F)cc1	-6	-7	102	2.2	-8	-1	8	2	7	0.5
Cc1nc(=O)c(-c2ccccc2)c(C)n1-c1ccc(S(N)(=O)=O)cc1	3	0	92	0.3	3	11	-5	0	-4	0.1
CCC(CO)NCCNC(CC)CO (configuration not stated)	1	9	102	-1.6	-1	-8	-5	-5	8	0.2
CC(=O)c1ccc(S(=O)(=O)NCc2nnnn2-c2ccccc2)cc1	3	-4	94	-0.4	0	-6	-7	-5	1	0.0
CCc1cc2c(=O)c(-c3ccon3)c(N)oc2cc1OC	4	-4	105	-2.0	-1	-6	-9	-2	-7	0.0
O=c1ccn(C2CCCO2)c(=O)[nH]1 (configuration not stated)	-1	4	91	-0.3	0	9	-9	4	1	-0.2
Cc1ccc(C)c(C(=O)OCC(=O)Nc2ccc(N3CCOCC3)cc2)c1	6	-1	88	-0.3	1	14	-4	1	-3	-0.2
COc1ccc(CCNC(=O)CCC(=O)N2CCOc3ccccc32)cc1OC	10	-1	100	0.8	2	/	-6	-1	-1	-0.2
CCOC(=O)C1=C(CNCc2ccccc2Cl)NC(=O)NC1c1cccc([N+](=O)[O-])c1 (configuration not stated)	-4	2	99	0.3	0	-5	4	2	-4	0.0
Cc1ccc(N2CC(C(=O)NCc3ccc(C)n3C)CC2=O)cc1 (configuration not stated)	2	-2	106	-0.3	2	1	-3	2	8	0.0
CC(=O)Nc1nc2c(C)c(Cl)ccc2s1	-6	2	97	0.4	0	-1	-6	-4	-6	0.0
CC(=O)N(C)[C@H]1C[C@@H](c2ccccc2)N(C(C)=O)C[C@H]1CO	5	4	102	2.0	2	/	-6	-9	6	0.2
Clc1ccc(-c2nnc(-c3ccccc3)c(-c3c[nH]c4ccccc34)n2)cc1	9	-3	94	0.1	1	11	-72	-1	-1	-0.1
CC(C)(C)S(=O)(=O)N1C[C@@H]2CC/C=C\C/C(c3ccccc3)=C\2[C@H]1CCO	-5	0	103	-0.5	38*	1	-5	/	-2	-0.3
COCCNC(=O)c1cc(OC)c(OC)cc1[N+](=O)[O-]	2	0	91	1.9	2	4	-8	-1	5	0.1
CCc1nc(CNC(=O)C2CCC(=O)N(Cc3ccccc3F)C2)no1 (configuration not stated)	7	-1	100	-0.4	1	21	-5	1	-2	0.0
Cc1ccc(Sc2ncccc2COC(=O)Nc2c(C)cccc2C)cc1	5	?	93	-0.7	-1	-3	/	4	-10	0.4
O=C(CSc1ncc(-c2ccccc2)n1C1CCCC1)N1CCc2ccccc21	-7	9	97	1.1	-11	0	-7	-27	-12	0.0
COc1ccc(NS(=O)(=O)c2cccc(Cl)c2)cc1S(=O)(=O)N1CCCCC1	-6	1	97	1.6	2	0	-5	-1	-1	0.1
COc1cccc(NC(=O)CN(C)C(=O)CCCNC(=O)c2ccc(Cl)cc2)c1	-4	2	80	-0.5	-1	2	-2	-5	-2	0.3

Screening data as filed in PubChem BioAssay.

Outcome played no part in choosing rows; overall some 3.1% were active at least once.
